Screens: PubChem, Broad Institute
STK33 kin inh = STK33 kinase inhibitors, primary screen, biochemical, luminescence, ADP-Glo, MBP substrate; Serine/threonine-protein kinase 33 (Homo sapiens), Q9BYT3; inhibition, % at 12.5 µM; actives 0.44% (n = 27,000); AID 2322, 2010; in the data active means inhibition above about 20%; inconclusive means no clear call, values can overlap the other calls
Target sequence (Q9BYT3 whole entry, looked up): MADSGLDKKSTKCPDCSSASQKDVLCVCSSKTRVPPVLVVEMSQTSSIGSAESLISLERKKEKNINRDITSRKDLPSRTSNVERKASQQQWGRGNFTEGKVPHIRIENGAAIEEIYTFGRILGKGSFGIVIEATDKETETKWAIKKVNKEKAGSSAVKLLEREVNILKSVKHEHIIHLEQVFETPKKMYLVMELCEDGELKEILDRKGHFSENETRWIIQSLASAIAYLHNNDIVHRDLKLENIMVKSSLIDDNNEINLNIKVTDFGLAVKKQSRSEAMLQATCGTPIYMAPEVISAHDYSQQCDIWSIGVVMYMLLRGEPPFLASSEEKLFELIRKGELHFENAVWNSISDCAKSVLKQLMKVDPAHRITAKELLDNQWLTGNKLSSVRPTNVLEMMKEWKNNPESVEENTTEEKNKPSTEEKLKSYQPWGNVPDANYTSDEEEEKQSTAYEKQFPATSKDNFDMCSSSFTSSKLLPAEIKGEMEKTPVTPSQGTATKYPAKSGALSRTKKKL
mut p53 react = mutant p53 pathway re-activators, primary screen, cell-based, SW480, luciferase, single point, HTS; actives 1.5% (n = 28,000); SW480 PUMA-promoter luciferase, p53 mutant reactivation; activation, % at 9.98 µM; in the data active means activation above about 52%; inconclusive means no clear call, values can overlap the other calls
* marks the source's active call; other numbers are inactive results; u = inconclusive; x = no result given; & = joins results of further samples. Some of the compounds tested (hit frequency here may not be typical).

SMILES,mut p53 react,STK33 kin inh
O=C1CSC(c2ccccc2Cl)c2cc(Cl)ccc2N1 (stereo not given),-2,2
C=CC1CN2CCC1CC2C(OC(=O)c1ccco1)c1ccnc2ccccc12 (stereo not given),-3,x
CC(C(=O)Nc1ccc(Cl)cc1C(=O)c1ccccc1)N1C(=O)C2C3C=CC(C3)C2C1=O (stereo not given),-12,1
Cc1ccc(OC(=O)N(C)C[C@H]2OCc3cnnn3CCCC(=O)N([C@@H](C)CO)C[C@H]2C)cc1,1,1
CN[C@@H]1C[C@H]2O[C@@](C)([C@@H]1OC)n1c3ccccc3c3c4c(c5c6ccccc6n2c5c31)C(=O)NC4,-77,x
CCCN1CCc2cc(O)cc3c2[C@H]1Cc1ccc(O)c(O)c1-3,13,1
O[C@@H]1CCCC[C@H]1N1CCC(c2ccccc2)CC1,21,-30
NC1C[C@H]1c1ccccc1 (stereo not given in full),x,0
CCCN1CCO[C@@H]2c3cc(O)ccc3OC[C@H]21,-3,1
CC[C@@H]1/C=C\C=C\C[C@H](C)[C@@H](O)[C@](C)(O)C(=O)[C@H](C)[C@@H](O)[C@H](C)C(=O)[C@H](C)[C@@H](O)[C@H](C)/C=C/C(=O)O[C@H]2[C@@H](C)[C@@H](CC1)O[C@@]1(CC[C@@H](C)[C@@H](C[C@H](C)O)O1)[C@@H]2C,-74,x
CC(C)c1c(CN(C)C(C)Cc2ccccc2)n(C)n(-c2ccccc2)c1=O (stereo not given),5,2
CCCCC1(C2CCCC2)Cc2cc(OCCCC(=O)O)c(Cl)c(Cl)c2C1=O (stereo not given),-20,x
COc1ccc(CCNCc2cc(Cl)cc(Cl)c2OC)cc1OC,-8,0
CC(C)C12CN3CCN(CC(C3)/C1=N/N)C2,x,2
C/C=C(\C)C(=O)O[C@H]1CC2C(=C1C)[C@H]1OC(=O)[C@](C)(O)[C@]1(O)[C@H](OC(=O)CCC)C[C@@]2(C)OC(C)=O (stereo not given in full),-90,x
CCCOC(=O)c1cc2c(cn1)[nH]c1ccccc12,27,-5
CC(C)(O)CCC(=O)[C@](C)(O)[C@H]1[C@H](O)C[C@@]2(C)[C@@H]3CC=C4C(C=C(O[C@@H]5O[C@H](CO)[C@@H](O)[C@H](O)[C@H]5O)C(=O)C4(C)C)[C@]3(C)C(=O)C[C@]12C (stereo not given in full),13,-1
Cc1ccc(OC(=O)N(C)C[C@H]2OCc3cnnn3CCCC(=O)N([C@H](C)CO)C[C@H]2C)cc1,-15,0
N#CC(C#N)=NNc1cccc(Cl)c1,-63,x
Oc1ccc2c3c1OC1c4[nH]c5ccccc5c4CC4(O)C(C2)N(CC2CC2)CCC314 (stereo not given),3,x
CC(C)c1cc2c(cc1O)[C@@]1(C)C[C@@H](O)CC(C)(C)C1CC2 (stereo not given in full),4,-3
C[C@@H]1CN([C@@H](C)CO)C(=O)CCCn2cc(nn2)CO[C@H]1CN(C)C(=O)Oc1cccc2ccccc12,x,-2
CC(=O)OC1CCC2(C)C(CC[C@@H]3[C@@H]2CCC2(C)C(C4=CC(=O)OC4)CCC32O)C1 (stereo not given in full),-67,-9
C[C@@]1(C(=O)O)CC[C@]2(C)CC[C@]3(C)C4=CC(=O)c5cc(O)c(O)cc5[C@]4(C)CC[C@@]3(C)[C@@H]2C1,-17,-1
C=C1C(=O)O[C@@H]2/C=C(/C)CC/C=C(/C)C[C@@H](OC(=O)/C(=C/CO)CO)C12 (stereo not given in full),x,-1
C/C=C1/C[N+]2([O-])C3CC1C(CO)C2Cc1c3[nH]c2ccc(OC)cc12 (stereo not given),-13,-2
C[C@H]1CN([C@@H](C)CO)C(=O)CCCn2nncc2CO[C@@H]1CN(C)C(=O)Oc1cccc2ccccc12,x,-5
CCCN1CCC[C@@H]2Cc3[nH]ncc3C[C@H]21,x,-3&2
COc1ccc2c(c1O)-c1cc(O)cc3c1[C@@H](C2)N(C)CC3,3,x
COc1ccc(OC(=O)N(C)C[C@H]2OCc3cnnn3CCCC(=O)N([C@H](C)CO)C[C@@H]2C)cc1,x,-1
CC(C)(C)NCC(O)c1ccccc1Cl (stereo not given),1,2
CCN(CC)C(=O)N[C@@H]1C=C2c3cccc4[nH]cc(c34)C[C@H]2N(C)C1,-9,3
CC[C@]12C=CCN3CC[C@@]4(c5ccc(OC)cc5N(C)[C@H]4[C@@](O)(C(=O)OC)[C@@H]1OC(C)=O)[C@@H]32,3,0
CC[C@@H]1/C=C\C=C\C[C@H](C)C(O)[C@](C)(O)C(=O)[C@H](C)C(O)[C@H](C)C(=O)[C@H](C)[C@@H](O)[C@H](C)/C=C/C(=O)O[C@H]2[C@@H](C)[C@@H](CC1)O[C@@]1(CC[C@@H](C)[C@@H](C[C@H](C)O)O1)[C@@H]2C (stereo not given in full),x,-1
O=C1NCN(c2ccccc2)C12CCN(CCCOc1ccc(F)cc1)CC2,x,-1
Brc1cccc(CN2CCN(Cc3cccc(Br)c3)CC2)c1,12,x
CN1C[C@H](CO)C=C2c3cccc4[nH]cc(c34)C[C@H]21,9,0
OC[C@H]1O[C@@H](Oc2ccc(/C=C/c3cc(O)cc(O)c3)cc2O)[C@H](O)[C@@H](O)[C@@H]1O,6,-1
CCC(C)C1NC(=O)C2CCCN2C(=O)C(CC(C)C)OC(=O)CCNC(=O)C(C)N(C)C(=O)C(C(C)C)N(C)C1=O (stereo not given),x,-4
CC(C)(CN)CNc1ccc([N+](=O)[O-])c2cccnc12,-12,1
COC(=O)c1c(C)n(CCCOC(C)C)c2c1cc(O)c1ccccc12,-13,-1
COc1ccccc1OCCCn1cc(C(=O)C(C)(C)C)c2ccccc21,10,1
CC[C@H]1CN2CC[C@H]1C[C@@H]2[C@@H](O)c1ccnc2ccc(OC)cc12,20,-2
CN1CCN(C(=O)OC2c3nccnc3C(=O)N2c2ccc(Cl)cn2)CC1 (stereo not given),0,x
CN1C(=O)c2ccccc2NC(=O)[C@]12O[C@@H]2c1ccccc1,0,-1
CC(=O)O[C@@H](c1nc2ccccc2c(=O)n1[C@@H]1C[C@@]2(OC1=O)c1ccccc1N1C(=O)[C@H](C)N(O)[C@@H]12)C(C)C,-43,-11
COc1ccc(CCNCc2cccnc2)cc1OC,5,-2
COC1=CC23CCN(C)[C@H](Cc4cc(OC)c(OC)cc42)C3=CC1=O,17,3
COC(C/C=C/C=C/CC/C=C\CC(C)/C=C\C(=C/C(=O)O)CC(=O)O)/C(C)=C\C=C(/C)C(=O)O (stereo not given),18,-2
O=C(/C=C/c1ccccc1)OCC1OC(OC2OC=CC3C(O)C4OC4(CO)C23)C(O)C(O)C1O (stereo not given),7,0

Next part
SMILES,mut p53 react,STK33 kin inh
CC(C(=O)OC1CC2CCC(C1)N2C)c1ccc(Br)cc1 (stereo not given),22,x
COc1ccc(CN2CCNCC2)c(OC)c1OC,-7,-3
C[C@@H]1CN([C@@H](C)CO)C(=O)CCCn2nncc2CO[C@H]1CN(C)C(=O)Oc1cccc2ccccc12,x,1
CCc1nc2ccccc2c(=O)n1-c1ccc(OC)cc1,x,2
CC(C)C[C@H]1C(=O)N2CCC[C@H]2[C@]2(O)O[C@](NC(=O)[C@@H]3C=C4c5cccc6[nH]cc(c56)C[C@H]4N(C)C3)(C(C)C)C(=O)N12,-7,9
CC(=O)OC1CCC2(C)C(=CCC3C4CCC(=O)C4(C)CCC32)C1 (stereo not given),x,1
CCC(C)[C@H]1C(=O)O[C@H](C(C)C)C(=O)N(C)[C@@H](C(C)CC)C(=O)O[C@H](C(C)C)C(=O)N(C)[C@@H](C(C)CC)C(=O)O[C@H](C(C)C)C(=O)N1C (stereo not given in full),x,-3
CCC1=CC2CN3CCc4c([nH]c5ccccc45)[C@@](C(=O)OC)(C2)[C@@H]13,-3,0
CSc1nc(NC(C)C)nc(NC(C)C)n1,x,-1
O=[N+]([O-])c1ccc(O)c([N+](=O)[O-])c1,3,0
COc1cc2c(cc1OC)-c1c(oc3c4c(ccc3c1=O)OC(C(C)C)C4)CO2 (stereo not given),x,-6
COC(=O)[C@@]12C(=O)C(C)C(=O)[C@]1(C)C(C)=C[C@H]1[C@]3(C=O)CC[C@H](OC(C)=O)C(C)(C)[C@H]3CC[C@@]12C (stereo not given in full),12,-7
C[C@@H]1O[C@@H](O[C@@H]2C=C3CC[C@@H]4C(C[C@@H](O)[C@]5(C)[C@@H](c6ccc(=O)oc6)CC[C@]45O)[C@@]3(C)CC2)[C@H](O)[C@H](O)[C@H]1O[C@@H]1O[C@H](CO)[C@@H](O)[C@H](O)[C@H]1O (stereo not given in full),-88,1
C[C@H]1O[C@@H](O[C@H]2CC[C@]3(CO)C4CC[C@]5(C)[C@@H](C6=CC(=O)OC6)CC[C@]5(O)C4CC[C@H]3C2)[C@H](O)[C@H](O)[C@@H]1O (stereo not given in full),-88,-2
C[C@@H]1CN([C@H](C)CO)C(=O)CCCn2nncc2CO[C@@H]1CN(C)C(=O)Oc1cccc2ccccc12,x,-3
Cc1ccc(OC(=O)N(C)C[C@@H]2OCc3cnnn3CCCC(=O)N([C@@H](C)CO)C[C@H]2C)cc1,-6,0
O=C(Nc1ccc2c(C(F)(F)F)cc(=O)oc2c1)c1nc2ncccn2n1,8,-2
C[C@@H]1CN([C@H](C)CO)C(=O)CCCn2cc(nn2)CO[C@@H]1CN(C)C(=O)Oc1cccc2ccccc12,x,-2
C=CCN1C[C@H](C)N([C@H](c2ccc(C(=O)N(CC)CC)cc2)c2cccc(O)c2)C[C@H]1C,-10,x
C#CCN1C(C)=C(C(=O)CCO)C(c2cccc(-n3oo3)c2)C(C(=O)OC)=C1C (stereo not given),-2,x
CC(C)c1cc2c(cc1O)[C@@]1(C)CCCC(C)(C)[C@@H]1CC2,8,-3
CC1=NCCc2c1[nH]c1cc(O)ccc21,x,2&-1
C/C=C1/C[C@@H](C)[C@](O)(CO)C(=O)OCC2=CCN3CC[C@@H](OC1=O)[C@@H]23,-21,2
COc1cc(C2=NC(O)C(=O)Nc3ccc(Cl)cc32)ccc1O (stereo not given),x,2
CC[C@H]1CN2CCc3cc(OC)c(OC)cc3[C@@H]2C[C@@H]1C[C@H]1NCCc2cc(O)c(OC)cc21,-81,0

One compound at a time (already shown):
`C#CCN1C(C)=C(C(=O)CCO)C(c2cccc(-n3oo3)c2)C(C(=O)OC)=C1C` (stereo not given) across the screens: mut p53 react: -2; STK33 kin inh: x
`COC(=O)[C@@]12C(=O)C(C)C(=O)[C@]1(C)C(C)=C[C@H]1[C@]3(C=O)CC[C@H](OC(C)=O)C(C)(C)[C@H]3CC[C@@]12C` (stereo not given in full) across the screens: mut p53 react: 12; STK33 kin inh: -7
`CC1=NCCc2c1[nH]c1cc(O)ccc21` across the screens: mut p53 react: x; STK33 kin inh: 2&-1

The list continues:
SMILES,mut p53 react,STK33 kin inh
C[C@H]1CN([C@@H](C)CO)C(=O)CCCn2nncc2CO[C@@H]1CN(C)C(=O)Oc1ccc2ccccc2c1,x,-4
CC(C)(C)c1cc(C=C(C#N)C#N)cc(Br)c1O,-2,5
COc1cc2c(cc1OC)-c1c(OC)c(OC)c(N)c3c1[C@H](C2)N(C)CC3,-5,x
CS(=O)(=O)Nc1ccc(Cc2noc(-c3ccc4[nH]cc(CCN)c4c3)n2)cc1,14,x
CC[C@@]1(O)C(=O)OCc2c1cc1n(c2=O)Cc2cc3c(O)cccc3nc2-1,-78,2
CCC(C)(O)C(=O)O[C@H]1C(=O)O[C@@H]2C[C@H]3C(C)=CC(=O)[C@@H](O)[C@]3(C)[C@H]3[C@@]4(O)OC[C@]32[C@@H]1[C@@H](C)[C@H]4O (stereo not given in full),x,-3
COc1cc2c3c(c1OC)-c1c(ccc(O)c1O)CC3N(C)CC2 (stereo not given),x,4
CC(C)=CCc1c(O)cc2c(c1O)C(=O)CC(c1ccc(O)cc1)O2 (stereo not given),-1,-6
Cc1cccnc1-n1c(CN2C(=O)c3ccccc3C2=O)nc2ccccc2c1=O,-2,1
COc1ccc(/C=C/c2cc(O)cc(O)c2)cc1,12,x
CCc1cccc(CC)c1N(COC)C(=O)CCl,x,0
C[C@H]1CCCC(=O)CCC/C=C/c2cc(O)cc(O)c2C(=O)O1,-9,u
CC(=O)c1cccc(NC(=O)CSC2c3ccccc3-c3ccccc32)c1,-7,-1
COCc1cc(OC(=O)N(C)C)nc(COc2ccc(Cl)cc2)n1,-10,x
COC(/C=C/CC/C=C/C(=O)O)C(O)C(C)C(O)/C(C)=C/C(C)C(=O)CCCC1CC(=O)NC(=O)C1 (stereo not given),4,-7
O=C(CCCN1CCC2(CC1)C(=O)NCN2c1ccccc1)c1ccc(F)cc1,x,3
C[C@H](CO)N1C[C@H](C)[C@@H](CN(C)C(=O)Oc2ccccc2)OCc2cnnn2CCCC1=O,x,-3

Arranged by SMILES length (high to low): some entries from above
SMILES,mut p53 react,STK33 kin inh
C[C@H](CO)N1C[C@H](C)[C@@H](CN(C)C(=O)Oc2ccccc2)OCc2cnnn2CCCC1=O,x,-3
CS(=O)(=O)Nc1ccc(Cc2noc(-c3ccc4[nH]cc(CCN)c4c3)n2)cc1,14,x
CC(C)c1c(CN(C)C(C)Cc2ccccc2)n(C)n(-c2ccccc2)c1=O (stereo not given),5,2
O=C(Nc1ccc2c(C(F)(F)F)cc(=O)oc2c1)c1nc2ncccn2n1,8,-2
CN1CCN(C(=O)OC2c3nccnc3C(=O)N2c2ccc(Cl)cn2)CC1 (stereo not given),0,x
